Compound activity: PubChem, several laboratories
HSF1 inhib: HSF1 inhibition | hit rate 0.77% among 300,000 | activity change, negative = inhibition, % at 7.5 µM (by protocol) | AID 2098 | NIH3T3-HGL HSE-luciferase, MG132-induced, luminescence 8 h; hits give low values;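 active means more than half of replicate wells show activity change below -50%, luminescence cut by over half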;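 further: luciferase reports HSF-1 transcriptional activity via heat shock element; 0% = median of DMSO wells and -100% = zero luminescence signal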
Platelet DG rel: platelet dense granule release activity | human platelet-rich plasma, SFLLRN dense granule ATP release, luminescence | inhibition, %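 (compounds screened at 7.5 µM in platelet-rich plasma)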 | hit rate 0.22% among 300,000 | AID 1663;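 active means mean replicate score, as percent of positive control, at or above 50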
HSF-1 act: increases HSF-1 driven luciferase reporter signal; AID 504408; activation, % at 9 µM; NIH3T3-HGL HSF-1 luciferase reporter, MG132, 8 h; 100% = twice DMSO control signal; hit rate 1.7% among 300,000;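 active means mean replicate activation of at least 50% with a set share of replicates each reaching 50%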;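 further: 0% = median of the neutral control wells and 100% = twice that signal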
HSP90 inh: inhibitors of HSP90 luciferase refolding in rabbit reticulocyte lysate. hit rate 0.91% among 290,000. inhibition, % at 5.6 µM. AID 1789. luciferase refolding luminescence, 3 h;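 active means inhibition above the screen-wide mean plus 3 SD, computed separately per campaign, cut at about 16% in these data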;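 further: 0% = DMSO wells and 100% = 60 µM geldanamycin wells; inhibitors lower the luminescence because luciferase stays unfolded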
HDAC3 inhib: inhibitors of human histone deacetylase 3. O15379. recombinant HDAC3, fluorogenic peptide/trypsin coupled, fluorescence. inhibition, % at 8.3 µM. hit rate 0.15% among 320,000. AID 2718; in the data active means inhibition above about 26%, passing the limit was not always enough
Target sequence (O15379 whole entry, looked up): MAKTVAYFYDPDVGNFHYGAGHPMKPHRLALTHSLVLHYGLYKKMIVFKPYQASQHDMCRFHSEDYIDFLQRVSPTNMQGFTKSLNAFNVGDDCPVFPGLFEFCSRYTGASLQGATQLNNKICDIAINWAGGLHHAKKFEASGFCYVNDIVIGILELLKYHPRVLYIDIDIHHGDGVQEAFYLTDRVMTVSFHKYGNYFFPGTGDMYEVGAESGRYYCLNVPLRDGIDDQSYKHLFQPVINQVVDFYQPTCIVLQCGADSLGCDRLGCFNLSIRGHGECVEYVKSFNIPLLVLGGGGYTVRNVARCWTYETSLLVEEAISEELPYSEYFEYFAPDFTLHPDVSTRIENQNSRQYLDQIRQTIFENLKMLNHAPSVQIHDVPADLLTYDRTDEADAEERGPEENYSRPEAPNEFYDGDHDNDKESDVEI
GSK3B inh: blocks human GSK3beta kinase activity; P49841; GST-GSK3beta kinase, ADP-Glo luminescence, 60 min; hits give low values; activity score (negative = inhibition), % at 10 µM; hit rate 0.038% among 300,000; AID 2097;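 active means more than half of replicate wells score below -50%, meaning over 50% inhibition versus plate controls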;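 further: 0% = median DMSO wells and -100% = median GW8510 positive control wells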
Target sequence (P49841 whole entry, looked up): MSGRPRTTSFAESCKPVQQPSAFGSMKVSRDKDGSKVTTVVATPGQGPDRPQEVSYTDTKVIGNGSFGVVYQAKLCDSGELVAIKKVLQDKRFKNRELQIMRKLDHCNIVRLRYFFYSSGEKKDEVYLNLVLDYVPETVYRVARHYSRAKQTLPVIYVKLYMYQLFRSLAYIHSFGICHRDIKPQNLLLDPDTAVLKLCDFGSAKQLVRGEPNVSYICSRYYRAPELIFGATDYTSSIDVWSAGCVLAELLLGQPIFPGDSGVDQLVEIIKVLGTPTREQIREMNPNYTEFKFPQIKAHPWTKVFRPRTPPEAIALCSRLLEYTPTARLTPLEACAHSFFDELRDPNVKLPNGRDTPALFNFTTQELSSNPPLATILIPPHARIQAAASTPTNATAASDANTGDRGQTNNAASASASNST
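Assay system: GST-fused GSK3beta enzyme, cell-free / Medium: Tris pH 7.5 buffer with MgCl2, DTT, BSA, heparin / Also added: peptide substrate plus 25 µM ATP (final) / Compound: 10 µM single point / Timing: kinase reaction with compound 60 min at room temperature / Detection: ADP-Glo luminescence / Benchmarks: DMSO neutral wells and GW8510 at 20 µM as positive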
PolyA inh: yeast polyadenylation inhibition; calls only at 12 µM; hit rate 0.02% among 300,000; S. cerevisiae SKY197-pL101 polyadenylation reporter, beta-gal luminescence; efflux-impaired pdr1/pdr3 knockout yeast; score 100 = 6 SD above DMSO;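 active means lowest replicate activity score at least 50, where 100 means six control SD above control mean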;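 further: yeast exposed to compound for 9 h at 30 °C; higher score means more reporter readthrough which indicates perturbed polyadenylation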
GSK3A inh: human GSK-3 alpha kinase inhibition | P49840 | ADP-Glo luminescence, 60 min | inhibition, % at 10 µM | hit rate 0.1% among 320,000 | AID 2650;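 in the data active means inhibition above about 50%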;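 further: GST-tagged GSK-3 alpha with peptide substrate and 25 µM ATP; 0% = DMSO neutral wells and 100% = GW8510 positive control wells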
AI-2 QS mod: Vibrio harveyi AI-2 quorum sensing modulation. AID 2094. hit rate 0.4% among 300,000. Vibrio harveyi JMH597 AI-2 luminescence/OD600 ratio, 9 h; hits give low values; strain lacks LuxN and CqsS sensors; 0 = neutral-control median. activity change, % at 7.5 µM; in the data active means activity change below about -75%, passing the limit was not always enough;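 further: luminescence divided by OD600 gain over 9 h not by final OD600 alone; inactives centre near 13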
Dyrk1A ADPGlo: blocks rat Dyrk1A kinase activity; hit rate 0.43% among 310,000; Q63470; inhibition, % at 12.5 µM; ADP-Glo luminescence, NFATc1 peptide; AID 504441; in the data active means inhibition above about 50%;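 further: plate controls were vehicle with enzyme for no effect and no enzyme for full effect; many of its hits are not listed in these tables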
* marks the source's active call; other numbers are inactive results; i = inactive; · = no result given. These rows are one share of the data; the hit share may differ from the screen's.

# | HSF1 inhib | Platelet DG rel | HSF-1 act | HSP90 inh | HDAC3 inhib | GSK3B inh | PolyA inh | GSK3A inh | AI-2 QS mod | Dyrk1A ADPGlo | Structure
1 | -2 | 12 | -2 | -1 | 3 | 1 | i | -1 | 3 | 17 | Cc1c(-c2cc(C(=O)O)on2)cnn1C
2 | -6 | -8 | 22 | 6 | 4 | -2 | i | 3 | 2 | · | O=C(c1ccc2ncsc2c1)N1CCCCC1
3 | -1 | 4 | 5 | -6 | -1 | 1 | i | -2 | 7 | 2 | CCN1CCN(CC(=O)c2ccc(C)cc2)CC1
4 | 0 | -1 | -8 | -6 | -2 | 1 | i | -1 | 3 | 5 | CCCCNC(=O)CSc1nc2ccc(C)cc2[nH]1
5 | -2 | 8 | -5 | 5 | 14 | 3 | i | 2 | 22 | -3 | CCOC(=O)Cc1nnc(NC(=O)C(CC)Sc2nnc3c4ccccc4n(C)c3n2)s1 (centres undefined)
6 | -4 | 15 | 3 | 1 | 4 | -6 | i | -1 | 37 | · | Cc1ccc(Cl)cc1N1CCN(Cc2cc(=O)n3ccsc3n2)CC1
7 | 7 | 2 | -7 | -4 | -2 | 1 | i | 2 | 9 | -3 | COc1ccc(Cl)cc1NC(=O)C1CCCN(c2ncnc3c2nc2n3CCCCC2)C1 (centres undefined)
8 | -5 | -2 | 16 | 7 | 2 | -4 | i | -3 | 12 | · | O=C(O)COCC(=O)NC1CCN(Cc2ccccc2)CC1
9 | 3 | -2 | 17 | 0 | 1 | 2 | i | -2 | 6 | 2 | Cc1occc1C(=O)NC1CCCN(Cc2ccc(Cl)cc2)C1 (centres undefined)
10 | -2 | 3 | 5 | -3 | 3 | 8 | i | 0 | -4 | -3 | Cc1ccc(S(=O)(=O)Nc2nc(-c3ccccc3)cs2)cc1
11 | · | · | · | -5 | 5 | 0 | · | · | 15 | -2 | CCOC(=O)c1ccc(C(=O)NNC(=O)C2C3C=CC(C3)C2C(=O)O)cc1 (centres undefined)
12 | 0 | 8 | -5 | 4 | 1 | -4 | i | -1 | 42 | 7 | N#Cc1c(/N=C/c2ccco2)sc2c1CCCCC2
13 | 5 | 3 | 12 | 5 | 2 | 3 | i | 2 | 14 | -6 | COc1cc(C(c2c(C)[nH][nH]c2=O)c2c(C)[nH][nH]c2=O)ccc1OS(=O)(=O)c1ccc(C)cc1
14 | 2 | -1 | -13 | 7 | -6 | 0 | i | 0 | 17 | -6 | CCOc1ccccc1/C=C/C(=O)NCC(=O)N1CCC(N(C)C2CCCCC2C)CC1 (centres undefined)
15 | 19 | -15 | 25 | -2 | 3 | 0 | i | -3 | -3 | · | Cc1csc(NC(=O)CCCc2cccs2)n1
16 | -3 | 0 | 19 | 1 | 10 | 1 | i | 0 | 3 | 5 | Cc1n[nH]c(C)c1N1C(=O)c2cccc3c(N4CCCCCC4)ccc(c23)C1=O
17 | -3 | 3 | -12 | 2 | 6 | 4 | i | 7 | 26 | 0 | C=C(C)Cn1c(CCCNC(=O)CC)nc2ccccc21
18 | -9 | -2 | 5 | · | -8 | -4 | i | 1 | 7 | 6 | O=C(c1cccc(Cl)c1)N1CCC(=O)N(C(CO)Cc2ccccc2)CC1 (centres undefined)
19 | -6 | -1 | -23 | 4 | 13 | -1 | i | 2 | 33 | -6 | Oc1ccccc1-c1nc(NCc2cccnc2)c2ccccc2n1
20 | -5 | -6 | 24 | -3 | -5 | -2 | i | -2 | 13 | -2 | O=C(c1ccco1)N1CCN(C(=O)C2CCN(S(=O)(=O)c3cnc[nH]3)CC2)CC1

Whole records, looked up by structure:
`O=C(c1cccc(Cl)c1)N1CCC(=O)N(C(CO)Cc2ccccc2)CC1` (centres undefined) is listed as HSF1 inhib = -9; Platelet DG rel = -2; HSF-1 act = 5; HSP90 inh = ·; HDAC3 inhib = -8; GSK3B inh = -4; PolyA inh = i; GSK3A inh = 1; AI-2 QS mod = 7; Dyrk1A ADPGlo = 6
`N#Cc1c(/N=C/c2ccco2)sc2c1CCCCC2` is listed as HSF1 inhib = 0; Platelet DG rel = 8; HSF-1 act = -5; HSP90 inh = 4; HDAC3 inhib = 1; GSK3B inh = -4; PolyA inh = i; GSK3A inh = -1; AI-2 QS mod = 42; Dyrk1A ADPGlo = 7

Later entries.
# | HSF1 inhib | Platelet DG rel | HSF-1 act | HSP90 inh | HDAC3 inhib | GSK3B inh | PolyA inh | GSK3A inh | AI-2 QS mod | Dyrk1A ADPGlo | Structure
21 | 2 | -13 | -6 | -6 | 0 | -2 | · | 3 | 0 | -19 | C=CCN1C(=O)C(C(C)CC)NC1=S (centres undefined)
22 | 4 | 10 | 17 | 10 | -2 | 4 | i | -1 | 7 | 0 | CC(=O)Nc1ccc(OCC(O)Cn2cccn2)cc1 (centres undefined)
23 | 6 | -1 | 16 | 1 | -4 | 1 | i | -3 | -10 | · | CCOC(=O)c1ccccc1NC(=O)CSc1nc2ccccc2c(=O)[nH]1
24 | 1 | -16 | 25 | 4 | -92 | -3 | i | 8 | 8 | 1 | COCC(C)OC(=O)c1c(N)n(CCCN2CCOCC2)c2nc3ccccc3nc12 (centres undefined)
25 | 2 | 0 | 27 | -1 | -2 | 2 | i | 0 | 14 | -11 | O=CNC(n1cnc2c(N3CCOCC3)ncnc21)C(Cl)(Cl)Cl (centres undefined)
26 | -7 | -5 | -3 | 0 | -2 | 2 | i | -23 | -10 | 1 | C=CCSc1nnc(-c2ccccc2NC(=O)CC)c(=O)[nH]1
27 | -17 | 2 | 2 | -5 | 3 | -2 | i | -4 | -5 | 1 | CCOC(=O)C(=N/O)/C(C)=N/NC(=O)C(=O)Nc1cc(Cl)ccc1Cl
28 | 13 | 4 | 7 | 0 | -2 | -1 | i | -1 | 10 | 3 | O=[N+]([O-])c1cccc(CSC2=NCCN2S(=O)(=O)c2ccccc2)c1
29 | 4 | 5 | -1 | · | -15 | 2 | i | 1 | 34 | 2 | CSCCC(NS(=O)(=O)c1ccccc1F)C(=O)NNC(=O)c1csc(N2CCOCC2)n1 (centres undefined)
30 | 1 | 3 | -20 | · | 5 | -3 | i | 0 | -5 | -5 | CCCCN(C(=O)C1=COCCO1)c1c(N)n(CCCC)c(=O)[nH]c1=O
31 | 12 | 4 | 13 | 3 | 5 | 2 | i | -3 | 37 | · | COc1ccc(-c2noc(CSc3nnc(CCc4ccccc4)n3-c3ccccc3)n2)cc1OC
32 | -3 | -4 | -8 | -3 | 0 | -2 | i | -1 | 29 | -4 | CCC1Sc2ccccc2N(CC(=O)NC2CC2)C1=O (centres undefined)
33 | -63* | -2 | -71 | 4 | 8 | 1 | i | -4 | 7 | 0 | Cc1cc(C)cc(OCC(O)CN2CC(C)OC(C)C2)c1 (centres undefined)
34 | 20 | 0 | 19 | · | 3 | -5 | i | 0 | 10 | -3 | O=C(CSc1nc(=O)n(CCCN2CCOCC2)c2c1CCCC2)Nc1ccc(Cl)cc1
35 | 2 | 4 | -10 | -1 | 9 | 4 | i | -2 | 14 | -6 | CCC12CN3CC(CC)(CN(C1)C3c1ccccc1Cl)C2O (centres undefined)
36 | 1 | 1 | 20 | -1 | -4 | -3 | i | 9 | 28 | -4 | Cc1ccc(/C(N)=N/OC(=O)N2CCOCC2)cc1
37 | 2 | -3 | 1 | -1 | -6 | 1 | i | 0 | 30 | 6 | Cc1ccc(N(CC(=O)Nc2c(C)cccc2C)S(C)(=O)=O)cc1
38 | 6 | -24 | 25 | 3 | -28 | 3 | i | -2 | -9 | -4 | Cc1cc(-c2ccc(Cl)cc2)n2nc(N)nc2n1
39 | 1 | 10 | -1 | -2 | -2 | 3 | i | -3 | 27 | 1 | COc1ccc2c(C)cc(N3CCN(Cc4ccccc4)CC3)nc2c1
40 | -2 | -7 | 6 | -2 | · | 0 | i | · | 15 | 6 | CCOc1cccc(C2C(C(=O)c3ccc(C)o3)=C(O)C(=O)N2Cc2ccccc2)c1 (centres undefined)

Ordered by count of non-hydrogen atoms (smallest number first): part of the list above.
# | HSF1 inhib | Platelet DG rel | HSF-1 act | HSP90 inh | HDAC3 inhib | GSK3B inh | PolyA inh | GSK3A inh | AI-2 QS mod | Dyrk1A ADPGlo | Structure
15 | 19 | -15 | 25 | -2 | 3 | 0 | i | -3 | -3 | · | Cc1csc(NC(=O)CCCc2cccs2)n1
10 | -2 | 3 | 5 | -3 | 3 | 8 | i | 0 | -4 | -3 | Cc1ccc(S(=O)(=O)Nc2nc(-c3ccccc3)cs2)cc1
6 | -4 | 15 | 3 | 1 | 4 | -6 | i | -1 | 37 | · | Cc1ccc(Cl)cc1N1CCN(Cc2cc(=O)n3ccsc3n2)CC1

The list goes on.
# | HSF1 inhib | Platelet DG rel | HSF-1 act | HSP90 inh | HDAC3 inhib | GSK3B inh | PolyA inh | GSK3A inh | AI-2 QS mod | Dyrk1A ADPGlo | Structure
41 | -8 | 0 | -4 | -5 | -7 | 4 | i | · | 13 | 3 | COc1ccc(NC(=O)CN(C)C(=O)CCC2CCCC2)cc1
42 | 16 | -5 | 41 | -2 | -3 | 0 | i | -1 | 23 | -5 | CCOc1ccc(C(NC(=O)CC)c2c(O)ccc3ccccc23)cc1 (centres undefined)
43 | -6 | -2 | 14 | -1 | -2 | 1 | i | -8 | 13 | 4 | O=C(COc1cc2oc(=O)c3c(c2cc1Cl)CCC3)NCCCN1CCOCC1
44 | · | · | · | 3 | · | 2 | · | · | 24 | -2 | COCCn1nnnc1C(CC(C)C)N1CCN(C(=O)c2ccco2)CC1 (centres undefined)
45 | 26 | 1 | 48 | 8 | -4 | 1 | i | -1 | 20 | -2 | O=C(COc1ccccc1)N1CCc2ccccc21
46 | -1 | -19 | -1 | 1 | 1 | -5 | i | -1 | 25 | 0 | CCOC(=O)c1nc(Nc2ccc(C(C)=O)cc2)c2ccccc2n1
47 | -2 | 0 | -3 | -1 | 7 | 2 | i | -1 | 39 | 2 | CCCNC(=O)c1ccc(S(=O)(=O)c2ccc(OC)cc2)c([N+](=O)[O-])c1
48 | 1 | 5 | -14 | -4 | 4 | 4 | i | -4 | 11 | -3 | O=C(NC1CC1)C1CCN(C2CCN(C(=O)/C=C/c3cccs3)CC2)CC1
49 | · | 6 | · | 2 | -1 | 1 | i | 3 | 4 | -3 | COC(=O)C(C)N(C#N)c1nc(C)nc(C)n1 (centres undefined)
50 | -32 | -4 | -33 | 2 | 4 | 3 | i | -3 | 18 | 2 | COc1ccccc1NC(CC(=O)c1ccccc1)C(=O)OCC(=O)c1ccc(C)cc1 (centres undefined)
